# VCAM1 TNFa inh = reduces TNF alpha induced VCAM1 expression in HUVEC; HUVEC TNFa-induced VCAM-1 immunofluorescence, high-content imaging; inhibition, % at 2 µM; 95,000 compounds, 0.48% hits;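 active means inhibition above the batch mean plus 3 SD, with images confirmed as a hit by eye, cut at about 37% in these data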;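 further: 0% = TNF-stimulated DMSO wells and 100% = unstimulated control wells; not every result past the cut was called active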
# PLK1 inh = inhibitors of human PLK1 kinase. recombinant PLK1 kinase, TR-FRET peptide phosphorylation. inhibition, % at 10 µM. 97,000 compounds, 0.53% hits. AID 619;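 active means inhibition of 50% or more in the single-concentration screen; inactive means inhibition below 50%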;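 further: 0% = DMSO max control and 100% = H-89 dihydrochloride min control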
# HUVEC tox IL1B = toxic to HUVEC cells under IL-1B stimulation; HUVEC cell count loss, Hoechst imaging, IL-1B stimulated; cell count reduction, % at 2 µM; 94,000 compounds, 0.41% hits; AID 845;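 active means cell count reduction more than 3 SD above the screen-wide mean, cut at about 70% in these data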;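 further: normalized per plate to untreated control cells as the no-loss baseline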
# cytoskel mod = cytoskeleton assembly modification. 91,000 compounds, 0.18% hits. HUVEC TNFa F-actin phalloidin imaging, high content. inhibition, % at 2 µM;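 active means inhibition above the batch mean plus 3 SD and confirmed as a hit by visual image inspection, cut at about 30% in these data, passing the limit was not always enough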; further: strong numbers were not always called active
# hDAT+cocaine = human DAT dopamine uptake with cocaine, either direction | LLC-PK1 hDAT cells, [14C]-dopamine uptake with cocaine IC80; actives deviate in either direction | B-score at 10 µM | 110,000 compounds, 1.3% hits | AID 449768;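 active means Z score or B-score, a plate-position-corrected score, falls beyond the plate's 99.7% confidence bounds, in either direction; inactive means both scores lie inside the 99.7% bounds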;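 further: scored against the spread of the other compound wells on the same plate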
# Target sequence (Q01959 whole entry, looked up): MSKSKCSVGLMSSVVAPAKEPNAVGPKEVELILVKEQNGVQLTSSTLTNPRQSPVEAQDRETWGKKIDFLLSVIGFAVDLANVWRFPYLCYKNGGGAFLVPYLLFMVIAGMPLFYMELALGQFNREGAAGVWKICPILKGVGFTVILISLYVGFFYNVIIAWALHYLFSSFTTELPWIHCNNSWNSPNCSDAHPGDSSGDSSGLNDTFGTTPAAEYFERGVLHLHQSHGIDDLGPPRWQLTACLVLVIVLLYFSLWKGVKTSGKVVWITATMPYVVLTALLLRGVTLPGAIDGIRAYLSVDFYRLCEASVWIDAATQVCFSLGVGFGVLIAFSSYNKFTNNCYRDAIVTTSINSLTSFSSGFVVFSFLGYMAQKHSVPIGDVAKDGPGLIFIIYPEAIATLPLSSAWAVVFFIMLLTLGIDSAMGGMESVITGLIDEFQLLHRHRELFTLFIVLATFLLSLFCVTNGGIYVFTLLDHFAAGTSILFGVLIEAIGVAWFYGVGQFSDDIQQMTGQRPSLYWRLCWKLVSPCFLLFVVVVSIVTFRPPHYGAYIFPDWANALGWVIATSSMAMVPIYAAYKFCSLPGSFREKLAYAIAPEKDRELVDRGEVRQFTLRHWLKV
# E coli WT exp = blocks growth of wild type E. coli BW25113; OD600 absorbance; growth inhibition, % at 100 µM; 98,000 compounds, 0.15% hits; AID 710;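 active means growth inhibition above about 50% at one test dose, limit read from the data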;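 further: growth measured after 20 h incubation at 37 °C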
# HUVEC tox TNFa = HUVEC cytotoxicity counter-screen, TNF alpha stimulated | HUVEC TNFalpha-stimulated, Hoechst cell count, imaging | cell count reduction, % at 2 µM | 93,000 compounds, 0.17% hits | AID 848;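 active means cell count reduction exceeding the screen mean by over 5 SD, scaled to untreated wells per plate, cut at about 78% in these data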;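 further: cells counted after 24 h of TNF alpha exposure following the 1 h pretreatment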
# PLK1 PBD inh = blocks phosphopeptide binding to human Plk1 polo box domain | Plk1 PBD phosphopeptide binding, fluorescence polarization | inhibition, %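 (tested at about 20 µM)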 | 97,000 compounds, 0.13% hits; in the data active means inhibition above about 34%, passing the limit was not always enough
# sEH inhibitor = soluble epoxide hydrolase (human) inhibition; 91,000 compounds, 0.34% hits; inhibition, % at 2 µM; recombinant human sEH enzymatic activity assay; P34913; in the data active means inhibition above about 80%; further: values of inactives mirror those of a sister screen read the other way; many of its hits are not listed in these tables
# Active calls of the source: *; x = not tested or not shown.
SMILES	VCAM1 TNFa inh	PLK1 inh	HUVEC tox IL1B	cytoskel mod	hDAT+cocaine	E coli WT exp	HUVEC tox TNFa	PLK1 PBD inh	sEH inhibitor
CCc1ccc(NC(=O)C2CCN(S(=O)(=O)c3c(C)[nH]c(=O)[nH]c3=O)CC2)cc1	10	2	-21	-31	-0.65	-3	10	1	29
CN1/C(=C\C(=O)c2cccs2)Sc2ccccc21	10	-3	-24	0	0.084	3	6	-22	-11
CCCn1c(SCC(=O)c2ccc3c(c2)OCCO3)nnc1C(C)C	4	-11	-2	-50	0.051	5	-12	0	-8
CCOC(=O)c1nnn(-c2nonc2-n2cccc2)c1CN1CCCCC1	-9	-5	4	-2	1.9	-2	-9	20	-4
Cc1ccc(C)c(S(=O)(=O)C(C#N)c2nc3ccccc3nc2N2CC(C)OC(C)C2)c1 (stereo unspecified)	8	-15	-26	14	0.17	-19	-26	-4	-6
O=C(CSc1ccccc1)Nc1ccc(S(=O)(=O)NCC2CCCO2)cc1 (stereo unspecified)	-14	-4	-14	1	-0.12	-1	4	1	6
C=CCn1c(SCc2ccc(C(=O)Nc3ccccc3)cc2)nnc1-c1ccccc1	20	0	-45	-17	0.18	-8	-4	11	18
CCOc1ccccc1C1C(C#N)=C(SCC(=O)OC)NC(=O)C1C(=O)OC (stereo unspecified)	-10	-6	-3	1	1	4	-12	-11	-10
COC(=O)CSc1nnc(CSc2nc(C)cc(C)n2)n1Cc1ccco1	-2	-12	2	-6	-0.04	4	2	5	-8
c1ccc(-c2nc(-n3nc4ccccc4n3)nc3ccccc23)cc1	-10	-9	-44	-50	0.81	2	12	-7	8
COc1ccc(C(=O)COC(=O)CN2C(=O)C3C4C=CC(C4)C3C2=O)cc1 (stereo unspecified)	-4	-9	-10	-40	-0.18	4	-2	-15	5
O=C(c1ccco1)N1CCN(S(=O)(=O)c2cccs2)CC1	x	-8	3	x	-0.59	-4	x	-13	3
N#C/C(C(=O)Oc1ccccc1)=C1/Nc2ccccc2-c2ccccc21	-10	-14	-22	-12	1	-1	24	14	-3
COc1cccc(NCc2cc3c(C(C)(C)C)nn(-c4ccccc4)c3[nH]c2=O)c1	2	-7	1	11	-0.26	-15	-8	10	12
CC(=O)N1CCN(c2ccc(NC(=O)c3ccc(C(C)(C)C)cc3)cc2)CC1	-16	-10	-29	20	2.1	-3	-54	-14	-3
CN(C)C(=O)CSc1nnc(C23CC4CC(CC(C4)C2)C3)o1	-11	-9	-2	-2	1.4	3	-15	3	3
CC(=O)Nc1ccc(-c2nnc(SCc3ccc(C)cc3)n2C)cc1	14	-6	2	x	0.86	4	-82	-5	-6
CCOc1cc(CNc2ccc3c(c2)OCCO3)cc(Br)c1OC	43	-15	6	39*	-0.37	-2	37	-13	-8
COc1cc(C2C3=C(CC(C)(C)CC3=O)N(C)C(=O)N2C)cc(OC)c1OC (stereo unspecified)	23	-3	-1	-6	0.45	3	-7	21	4
COc1cc(NS(=O)(=O)c2ccc(NS(=O)(=O)c3ccccc3)cc2)nc(OC)n1	11	-9	-4	5	0.1	3	7	-17	-3
Cc1cc2c(C)cc(=O)oc2c2c1NCCC2	10	-19	-8	6	-0.11	9	-16	-16	-3
COc1ccc(-n2nc(C(=O)NCC(=O)NCc3ccc(F)cc3)c3ccccc3c2=O)c(OC)c1	6	-9	-23	15	-0.82	-6	-17	12	8
Cc1ccc(S(=O)(=O)n2ccc3cccnc32)cc1	22	2	-9	8	0.23	3	-16	12	-3
NC(=O)c1cc(-c2ccccc2)nc(N2CCCCCC2)n1	9	0	x	-6	0.24	-5	-5	0	x
COc1ccc(NC(=O)C2OC3OC(C)(C)OC3C3OC(C)(C)OC23)cc1 (stereo unspecified)	3	-12	-6	4	0.13	-4	-14	7	-12
CCOC(=O)Oc1ccc2c(=O)c(Oc3cc(C)cc(C)c3)coc2c1	35	-10	x	8	-0.041	7	32	8	4
COc1ccc2c(c1)c(C(=O)CN1CCC(C(N)=O)CC1)c(C)n2C	12	-6	-3	-2	-0.54	5	-7	-21	1
CCOc1ccc(C(O)C(CN2CCOCC2)c2ccccc2)cc1 (stereo unspecified)	12	-12	5	-12	-1.1	-1	4	15	-15
COC(=O)c1ccccc1NC(=O)NCc1ccco1	1	-10	-3	-12	0.31	10	-12	7	3
CCSc1nnc(-c2ccc(Cl)cc2Cl)o1	-16	-13	10	-1	0.32	-3	-22	1	2
CCOC(=O)CCSc1nc(C)c2cc(OC)ccc2n1	10	12	-6	-6	1.1	x	-14	-17	4
Cc1nc2ccccc2n1CC(=O)NCCN1CCCC1	2	-11	-14	-7	-0.37	-9	11	11	-7
COc1ccc(CN(C(=S)Nc2ccccc2)C2CC(=O)N(c3ccc(F)cc3)C2=O)cc1 (stereo unspecified)	5	-16	-30	-12	0.2	16	-3	24	-3
CCOc1ccc(-c2nnc(-c3ccncc3)o2)cc1	-10	-12	-33	2	0.41	-1	-13	-6	-5
CCOc1ccc(C2C=C(c3ccc(F)cc3)Nc3ncnn32)cc1 (stereo unspecified)	8	-14	-17	2	-0.13	-12	-14	-17	2
O=C(CSCc1c(Cl)cccc1Cl)Nc1nccs1	17	-3	2	4	-1.4	-10	-17	-7	11
O=C(C(Cc1ccccc1)NS(=O)(=O)c1cccc2cccnc12)N1CCc2ccccc21 (stereo unspecified)	3	-14	7	8	0.37	-7	-40	-18	15
CC(=O)Nc1ccc(S(=O)(=O)N[C@@H](C)C(=O)Nc2ccc(N3CCOCC3)cc2)cc1	6	-12	-3	-8	0.15	7	-7	3	-11
NC(=O)CN1CCN(C(=O)NC2CCCCC2)CC1	13	-2	7	-3	0.36	-5	-21	13	x
O=C(NCc1ccc(F)cc1)C1CCCN(S(=O)(=O)c2cccc3nsnc23)C1 (stereo unspecified)	-6	-6	3	x	0.63	-2	-12	31	20
CCS(=O)(=O)CCSC(=N)N	29	-12	1	6	-0.85	-4	-7	-8	9
CC(C)(C)NS(=O)(=O)c1ccc(NS(=O)(=O)c2ccc(F)cc2)cc1	4	-8	32	14	-0.89	1	-10	-11	-7
O=C(NC1C(=O)NNC1c1ccccc1)c1ccc(F)cc1 (stereo unspecified)	1	-8	-36	-2	-0.56	1	-7	2	3
COc1ccc(OC)c(C(=O)c2oc3ccccc3c2NC(C)=O)c1	-10	-5	-18	22	0.11	4	-18	-3	x
Cn1c(CCNC(=O)c2ccco2)nc2cc(NC(=O)NC3CCCCC3)ccc21	-4	-7	5	-9	0.23	-3	-10	39	72
COC(=O)CSc1ccc(C#N)c(SCC(=O)OC)c1	8	-6	-4	8	-1.8	2	-37	7	-2
CC(Oc1ccccc1)C(=O)NCc1cccnc1 (stereo unspecified)	-1	-1	-10	18	0.27	5	-22	-8	1
CCc1ccccc1NC(=O)CSc1nnc([C@@H](NC(=O)OC(C)(C)C)C(C)CC)o1 (stereo partly specified)	4	-12	-25	-3	0.32	3	-20	-16	-2
CCNC(=O)CC1C(=O)N(c2ccccc2)C(=O)N1CCc1ccc(OC)c(OC)c1 (stereo unspecified)	2	-13	5	1	0.45	-1	-17	-16	-8
CCOc1ccc(C(=O)CSc2nnc3ccccn23)cc1	34	-12	38	-17	-0.076	2	7	9	-7
O=C(c1ccc(Cn2cc(Br)cn2)o1)n1cccn1	17	-3	3	9	-1.4	7	10	2	8
CCOCCn1c(SC)nc2c1c(=O)[nH]c(=O)n2C	16	-2	-49	8	-1.1	5	-8	-9	4
COc1ccc(CC(=O)Nc2ccc(-c3cn4cccc(C)c4n3)cc2)cc1OC	1	-12	-24	14	0.75	-3	-19	10	5
Cc1ccc(S(=O)(=O)N2CCC(C(=O)N3CCC[C@H]3C(=O)NC3CCS(=O)(=O)C3)CC2)cc1 (stereo partly specified)	-18	-14	-35	20	1	8	-40	2	-6
O=C(Cn1c(=O)n(Cc2ccccc2)c(=O)c2ccccc21)NCc1ccco1	-11	1	11	14	0.13	4	-16	-26	2
CN(C)c1ccc(P(=O)(OC2CCCCC2)C(O)c2cccnc2)cc1 (stereo unspecified)	-7	-9	-45	2	1.1	3	-13	-31	-5
COC(=O)Nc1ccc(S(=O)(=O)N2CCC(Cc3ccccc3)CC2)cc1	-24	-17	6	7	0.27	-3	-29	-5	4
CC(=O)Nc1cccc(-c2csc(Nc3ccccn3)n2)c1	12	-9	-18	-8	2.5*	28	-18	15	-4
Cc1ccc(CN2CCN(C(=O)C3CCCO3)CC2)cc1 (stereo unspecified)	16	-2	-11	-14	0.46	4	0	-31	3
CCSc1nnc(NC(=O)C(C)(C)C)s1	6	-9	7	-4	-0.24	6	-14	2	-6
S=C(Nc1ccccc1)N1CCCCC1	22	-3	-32	-27	-0.57	9	2	-30	9
Cc1ccc(NC2(C#N)C(=O)Nc3ccccc32)cc1 (stereo unspecified)	-10	-3	15	11	1.2	3	-10	0	14

# Part of the list above, with two lines to a compound.
# Under each structure: VCAM1 TNFa inh, PLK1 inh, HUVEC tox IL1B, cytoskel mod, hDAT+cocaine, E coli WT exp, HUVEC tox TNFa, PLK1 PBD inh, sEH inhibitor
- CCc1ccccc1NC(=O)CSc1nnc([C@@H](NC(=O)OC(C)(C)C)C(C)CC)o1 (stereo partly specified)
    4, -12, -25, -3, 0.32, 3, -20, -16, -2
- CCNC(=O)CC1C(=O)N(c2ccccc2)C(=O)N1CCc1ccc(OC)c(OC)c1 (stereo unspecified)
    2, -13, 5, 1, 0.45, -1, -17, -16, -8
- CCOc1ccc(C(=O)CSc2nnc3ccccn23)cc1
    34, -12, 38, -17, -0.076, 2, 7, 9, -7
- O=C(c1ccc(Cn2cc(Br)cn2)o1)n1cccn1
    17, -3, 3, 9, -1.4, 7, 10, 2, 8
- CCOCCn1c(SC)nc2c1c(=O)[nH]c(=O)n2C
    16, -2, -49, 8, -1.1, 5, -8, -9, 4
- COc1ccc(CC(=O)Nc2ccc(-c3cn4cccc(C)c4n3)cc2)cc1OC
    1, -12, -24, 14, 0.75, -3, -19, 10, 5
- Cc1ccc(S(=O)(=O)N2CCC(C(=O)N3CCC[C@H]3C(=O)NC3CCS(=O)(=O)C3)CC2)cc1 (stereo partly specified)
    -18, -14, -35, 20, 1, 8, -40, 2, -6
- O=C(Cn1c(=O)n(Cc2ccccc2)c(=O)c2ccccc21)NCc1ccco1
    -11, 1, 11, 14, 0.13, 4, -16, -26, 2
- CN(C)c1ccc(P(=O)(OC2CCCCC2)C(O)c2cccnc2)cc1 (stereo unspecified)
    -7, -9, -45, 2, 1.1, 3, -13, -31, -5
- COC(=O)Nc1ccc(S(=O)(=O)N2CCC(Cc3ccccc3)CC2)cc1
    -24, -17, 6, 7, 0.27, -3, -29, -5, 4
- CC(=O)Nc1cccc(-c2csc(Nc3ccccn3)n2)c1
    12, -9, -18, -8, 2.5*, 28, -18, 15, -4
- Cc1ccc(CN2CCN(C(=O)C3CCCO3)CC2)cc1 (stereo unspecified)
    16, -2, -11, -14, 0.46, 4, 0, -31, 3
- CCSc1nnc(NC(=O)C(C)(C)C)s1
    6, -9, 7, -4, -0.24, 6, -14, 2, -6
- S=C(Nc1ccccc1)N1CCCCC1
    22, -3, -32, -27, -0.57, 9, 2, -30, 9
- Cc1ccc(NC2(C#N)C(=O)Nc3ccccc32)cc1 (stereo unspecified)
    -10, -3, 15, 11, 1.2, 3, -10, 0, 14

# From PubChem BioAssay
